KCNH2 3.1 block: qHTS for Inhibitors of KCHN2 3.1: Mutant qHTS. U2OS KCNH2 3.1, thallium flux FluxOr; active compounds read low. activity change, % (tested at about 1.8 µM). 0.95% of 340,000 active. AID 720553, 2013;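 active means maximum activity change below -70%; inconclusive means maximum activity change from -70% to -50%; inactive means maximum activity change above -50%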;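 further: thallium influx rate constant from kinetic fluorescence after stimulation buffer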
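FluxOr-based Tl+ influx in U2OS cells transduced with KCNH2 3.1 virus; rate constants normalized to DMSO controls.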
B2AR arrestin: qHTS assay of beta-arrestin-biased ligands of beta2-adrenergic receptor; Beta-2 adrenergic receptor (Homo sapiens), P07550; beta-arrestin recruitment to beta2AR, cell-based reporter; Potency, µM (top dose mostly 46.1 µM), for the others: at the highest dose activation, hits mostly activators; 0.02% of 330,000 active; AID 492947, 2010;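 further: potency means the concentration at half of the fitted maximal effect; 0% = DMSO controls and full agonism = EC100 isoproterenol or metaproterenol; nearly all actives have a fitted effect of over 65% in size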
Giardia killer: Small Molecules that selectively kill Giardia lamblia: qHTS. activity change, % at 7.66 µM, hits read low. 0.15% of 340,000 active. AID 540267, 2011. Giardia lamblia trophozoite viability; in the data active means activity change below about -80%; inconclusive means between about -30% and that limit;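 further: parasites exposed to compound for two days anaerobically before the ATP read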
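Luminescent ATP signal served as the viability read-out, measured 15-30 min after adding ATP detection reagent to trophozoites that had been incubated with compounds for 48 hrs at 37 deg C anaerobically at 100 cells/well.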
GALK inhibitor: qHTS Assay for Inhibitors of Human Galactokinase (GALK); P51570; Potency, µM (doses to about 57.5 µM), for the others: at the top dose activity change, negative = inhibition, actives largely listed as inhibitors; 0.007% of 270,000 active; Purified GALK, Kinase-Glo residual ATP luminescence; further: potency means the concentration at half of the fitted maximal effect
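The enzyme phosphorylates galactose (100 uM) using ATP (35 uM); inhibition is detected as higher residual ATP, quantified by bioluminescence after 1 h reaction at room temperature, pH 8.0.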
KCNH2 WT inh: qHTS for Inhibitors of KCHN2 3.1: Wildtype qHTS; Voltage-gated inwardly rectifying potassium channel KCNH2 (Homo sapiens), Q12809; U2OS, BacMam KCNH2, thallium flux FluxOr; active compounds read low; activity change, % at 1.84 µM; 0.37% of 340,000 active;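 active means maximum activity change below -70%; inconclusive means maximum activity change between -70% and -50%; inactive means maximum activity change above -50%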
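U2OS cells were transduced with wild-type KCNH2 virus (2.03 x 10^8 / mL) for 4 h at room temperature, then cultured overnight at 37 C. Thallium flux was read with FluxOr dye. Rate constants were normalized to DMSO controls.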
BCR signal inh: qHTS Assay to Find Inhibitors of Chronic Active B-Cell Receptor Signaling; ABC-DLBCL IkBa-CBG/CBR reporter, luminescence ratio, 4 h; AID 493014, 2011; Potency, µM (top dose mostly 46.1 µM), for inactives: at the top dose ratio change, negative = lower green/red ratio, hits mostly inhibitors; 0.05% of 340,000 active; active means well fitted inhibition curve with a large enough effect in the signal ratio, with a control signal flat, not every such curve was filed as active; inconclusive means small, poorly fitted or top-dose-only effect, or effect the other way, or a change in a side signal; the % refers to the signal ratio;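 further: potency means the concentration at half of the fitted maximal effect; plate controls were basal doxycycline-induced cells for no effect and cells given 10 µM MG132 for full effect; MG132 reads +100%, hits lower the ratio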
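Doxycycline induced both beetle luciferases in TMD8 lymphoma cells; IKK-driven degradation limits the IkappaBalpha-fused green signal, while red luminescence normalises for cell number and nonspecific effects. Compounds tested up to 46 uM, 4 hrs.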
uPA generation: qHTS for Inhibitors of Cell Surface uPA Generation; cell surface uPA generation assay, qHTS; Potency, µM (doses to about 38.3 µM), inactives show at the top dose activity change, negative = inhibition, usual class: inhibitors; 0.31% of 330,000 active; AID 540303, 2011; active means well fitted inhibition curve with a large enough effect; inconclusive means small, poorly fitted or top-dose-only effect; inactive means no such curve, though single readings can be large or run the other way; tested in mouse RAW 264.7 cells; further: potency means the concentration at half of the fitted maximal effect; nearly all actives have a fitted effect of over 55% in size
Eya2 phos inh: qHTS Assay for Inhibitors of the Phosphatase Activity of Eya2. recombinant Eya2, OMFP fluorescence dephosphorylation (OMFP is methylfluorescein phosphate). 0.006% of 330,000 active. AID 488837, 2010. Potency, µM (titrated, usually from 76.9 µM), inactives show at the top dose activity, negative = inhibition, usual class: inhibitors; further: potency means the concentration at half of the fitted maximal effect
Target sequence (O00167 whole entry, looked up): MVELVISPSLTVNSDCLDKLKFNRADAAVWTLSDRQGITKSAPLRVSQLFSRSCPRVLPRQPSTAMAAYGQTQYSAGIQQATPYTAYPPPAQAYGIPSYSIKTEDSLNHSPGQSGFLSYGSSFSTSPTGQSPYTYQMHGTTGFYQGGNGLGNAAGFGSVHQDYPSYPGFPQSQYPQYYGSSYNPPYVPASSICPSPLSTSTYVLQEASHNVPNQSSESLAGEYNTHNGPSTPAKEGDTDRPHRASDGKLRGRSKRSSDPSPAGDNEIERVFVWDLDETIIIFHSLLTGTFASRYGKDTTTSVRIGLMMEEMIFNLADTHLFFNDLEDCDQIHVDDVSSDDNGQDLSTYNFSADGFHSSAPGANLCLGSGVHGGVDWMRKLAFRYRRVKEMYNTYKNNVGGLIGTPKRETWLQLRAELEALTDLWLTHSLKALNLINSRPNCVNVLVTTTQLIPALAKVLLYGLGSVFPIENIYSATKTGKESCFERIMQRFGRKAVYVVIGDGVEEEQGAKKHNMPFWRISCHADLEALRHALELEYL
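Eya2 (0.2 uM) preincubated 10 min at ambient with compound, then OMFP substrate added at 50 uM; 10 min reaction in 50 mM HEPES pH 7.5, 50 mM NaCl, 5 uM MgCl2, 0.05% BSA, 1 mM DTT. Fluorescence read at Ex 485/Em 525 nm.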
PKM2 activator: qHTS Assay for Activators of Human Muscle isoform 2 Pyruvate Kinase; 0.34% of 260,000 active; AID 1631, 2009; Potency, µM (series often up to 57.5 µM), for inactives: at the highest dose activation, actives largely listed as activators; purified PKM2, Kinase-Glo ATP luminescence, activation; response scale: 0% is enzyme alone, no compound; further: potency means the concentration at half of the fitted maximal effect; nearly all actives have a fitted effect of over 55% in size
Target sequence (P14618 whole entry, looked up, canonical isoform): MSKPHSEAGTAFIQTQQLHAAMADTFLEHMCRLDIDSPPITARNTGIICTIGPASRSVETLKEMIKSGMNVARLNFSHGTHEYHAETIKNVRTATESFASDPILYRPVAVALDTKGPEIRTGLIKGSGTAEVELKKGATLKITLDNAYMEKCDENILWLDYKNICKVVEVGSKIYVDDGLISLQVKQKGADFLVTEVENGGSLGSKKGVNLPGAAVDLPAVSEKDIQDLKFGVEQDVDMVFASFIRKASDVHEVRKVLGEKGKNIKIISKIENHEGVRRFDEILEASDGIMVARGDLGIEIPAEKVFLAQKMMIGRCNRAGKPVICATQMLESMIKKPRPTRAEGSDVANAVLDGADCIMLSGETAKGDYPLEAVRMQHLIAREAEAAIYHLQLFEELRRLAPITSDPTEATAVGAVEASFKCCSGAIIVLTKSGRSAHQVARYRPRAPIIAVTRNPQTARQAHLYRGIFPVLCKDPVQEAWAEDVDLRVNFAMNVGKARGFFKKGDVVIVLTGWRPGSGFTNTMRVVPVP
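ATP formation by purified human PK-M2, quantified via coupled luciferase luminescence after 1 h at room temperature with 0.1 mM ADP and 0.5 mM PEP final.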
USP2a inh: qHTS Assay for Inhibitors of Ubiquitin-specific Protease USP2a Using CHOP2 as the Reporter; USP2 core, Ub-CHOP2 coupled fluorogenic reporter, 485/531; Potency, µM (series often up to 38.3 µM), inactives show top-dose activity change, negative = inhibition, usual class: inhibitors; AID 463254, 2010; Ubiquitin carboxyl-terminal hydrolase 2 (Homo sapiens), O75604; 0.01% of 330,000 active;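 further: potency means the concentration at half of the fitted maximal effect; plate controls were DMSO wells for no effect and full inhibition by NEM control for full effect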
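Cell-free coupled assay: 10nM USP2 core preincubated 30min RT with compound in Tris-HCl pH 8.0/CaCl2/CHAPS buffer, then 25nM Ub-CHOP2 and 25nM reporter substrate; fluorescence (Ex 485/Em 531) read after 60min RT, normalized to NEM inhibition, concentration-response curves fitted.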
FBPA coupling cs: qHTS Assay for Inhibitors of Fructose-1,6-bisphosphate Aldolase from Giardia Lamblia: Coupling assay counterscreen; activity change, negative = inhibition, % at 58.2 µM, hits read low; AID 2472, 2010; coupling enzyme system counterscreen, AmpLite Red fluorescence; 0.67% of 290,000 active; in the data active means activity change below about -30%
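Compounds tested against the coupling enzymes alone at 57.5 uM final; readout was AmpLite Red fluorescence (525/598 nm) after 20 min at RT.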
Active calls of the source: *; i = inactive; ? = inconclusive; . = no result given; [ ] = dose if it differs, or a comment. Unless noted, the call rests on the fitted dose curve; in most records, active means well fitted curve in the direction sought with a large enough effect; inconclusive means small, poorly fitted or top-dose-only effect, or another doubt; inactive means no such curve, though single readings can be large; an effect the other way counts as inactive or inconclusive. Unless noted, on the % scale 0 is the no-effect control and ±100 the full control effect.

(1) Cc1ccc(C)c(Oc2coc3cc(OCC(=O)Nc4ccccc4C(C)C)ccc3c2=O)c1
(2) Cc1ccc(NC(=O)c2ccc(CSc3nnc(C)s3)cc2)cc1
(3) Cc1cccc(N(CC(=O)N=Nc2c(O)[nH]c3ccccc23)S(C)(=O)=O)c1C
(4) COc1ccc2c(=O)c3c(=O)n(Cc4ccco4)c(C(C)C)nc3oc2c1
(5) Cc1ccc(-c2[nH]ncc2CNCCc2cnn(-c3ccccc3)c2)cc1C
(6) COC(=O)COc1ccc(/C=N/NC(=O)c2ccc(N(Cc3ccccc3)S(C)(=O)=O)cc2)cc1
(7) Cc1ccc(O)c(-c2cc(C(=O)Nc3cccnc3)[nH]n2)c1
(8) O=C(N/N=C/c1c[nH]c2ccccc12)C1CC(=O)N(c2ccccc2)C1 (stereo unspecified)
screen / no.	1	2	3	4	5	6	7	8
KCNH2 3.1 block	.	-3	-13	7	-15	-5	-11	-7
B2AR arrestin	-0.1%	-0.8%	0.0%	-0.7%	-0.9%	-0.2%	-0.5%	0.8%
Giardia killer	.	-25	2	-16	-16	-8	-7	-19
GALK inhibitor	0%	-1%	-3%	-1%	-1%	-3%	1%	-2%
KCNH2 WT inh	.	-5	-25	-13	13	-4	-1	3
BCR signal inh	7%	6%	-21%	1%	6%	?	?	-2%
uPA generation	.	-8%	.	0%	-1%	2%	-1%	?
Eya2 phos inh	8%	5%	-3%	3%	12%	-2%	-17%	-1%
PKM2 activator	0%	0%	7%	28%	3%	2%	2%	-1%
USP2a inh	4%	1%	4%	-1%	-2%	0%	1%	3%
FBPA coupling cs	1	-1	-1	-10	-4	3	1	3

(9) COc1cc(Cl)c(C)cc1NC(=O)CN1CCCCCC1
(10) COc1ccc(C(C)=O)cc1COC(=O)Cc1cc(OC)c(OC)c(OC)c1
(11) Cc1sc2ncnc(N3CCN(C(=O)c4ccco4)CC3)c2c1C
(12) COCCCN1C(=O)c2ccc(C(=O)Nc3ccc(OC)cc3)cc2C1=O
(13) O=C(Nc1ccccc1C(=O)N1CCCCCC1)c1ccccc1Cl
(14) O=C(O)CCCCCNS(=O)(=O)c1c(Cl)cccc1Cl
(15) CC(=O)N1CCCc2cc(S(=O)(=O)N3CCCC(C(=O)N4CCN(c5ccccc5)CC4)C3)ccc21 (stereo unspecified)
(16) CCC/C(C)=N\Nc1nc2c(c(=O)n(C)c(=O)n2C)n1C
screen / no.	9	10	11	12	13	14	15	16
KCNH2 3.1 block	1	6	1	6	-9	19	11	-27
B2AR arrestin	-0.2%	0.0%	0.4%	0.0%	-0.1%	-0.2%	-0.9%	0.2%
Giardia killer	-2	-3	41[activator]	14	15	9	4	-1
GALK inhibitor	14%	1%	6%	-1%	5%	1%	0%	2%
KCNH2 WT inh	-19	-5	i	4	-1	-7	7	5
BCR signal inh	?	-1%	-8%	9%	1%	?	-13%	?
uPA generation	1%	4%	-4%	-1%	2%	5%	-21%	3%
Eya2 phos inh	5%	9%	-2%	8%	-3%	-8%	1%	8%
PKM2 activator	0%	-12%	-8%	-2%	0%	21%	-1%	-10%
USP2a inh	-1%	2%	-1%	0%	0%	1%	0%	2%
FBPA coupling cs	1	0	5	4	-4	10	2	-7

(17) Cc1cccc(-n2nnnc2SCn2nnc3ccccc3c2=O)c1
(18) CC1CN(C(=O)c2ccn(C)n2)CC(C)O1 (stereo unspecified)
(19) CCCc1ccc(C(=O)CCC(=O)O)cc1
(20) Oc1cccc(/C=N/Nc2cccc3cccnc23)c1
(21) CC(=O)n1c2ccccc2c2nc(NC(C)C)sc21
(22) CC(=O)Nc1ccc(NC(=O)COC(=O)/C(=C/c2ccccc2)n2nnnc2C)cc1
(23) O=C(NC1CC1)C1CCN(c2ncnc3c2sc2cccc(F)c23)CC1
(24) COc1ccc(OC)c(-c2csc(NC(=O)CN3C(=O)C4CCCCC4C3=O)n2)c1 (stereo unspecified)
screen / no.	17	18	19	20	21	22	23	24
KCNH2 3.1 block	1	5	-13	3	-11	-11	-7	7
B2AR arrestin	0.0%	-3.0%	-0.3%	-0.1%	2.8%	0.0%	-0.9%	-0.1%
Giardia killer	5	-25	1	-25	-8	5	10	-7
GALK inhibitor	6%	4%	-2%	-5%	1%	6%	2%	.
KCNH2 WT inh	-16	-8	-2	-13	-10	17	2	17
BCR signal inh	-3%	4%	1%	?	-16%	?	6%	8%
uPA generation	.	6%	2%	-12%	1%	-20%	-10%	-1%
Eya2 phos inh	3%	1%	24%	1%	6%[15.4 µM]	2%	4%	7%
PKM2 activator	16µM*	-8%	-16%	-12%	-36%	14%	-3%	.
USP2a inh	-1%	2%	-8%	5%	1%	1%	-1%	-2%
FBPA coupling cs	3	1	23	0	-16	.	0	.

(25) COc1c(Br)cc(C(N)=O)cc1OCc1ccccc1
(26) Cc1ccc(S(=O)(=O)N2CCCCC2)cc1NC(=O)Cn1cc(C(F)(F)F)ccc1=O
(27) CC1=Nc2cc(C(=O)NCCCN3CCOCC3)ccc2Sc2c(C)ccc(C)c21
(28) COC(=O)CC1C(=O)NCCN1C(=O)Nc1ccc(Cl)cc1 (stereo unspecified)
(29) O=C(NCCc1ccccc1)C1CCCN(c2ncnc3c2nc2n3CCCCC2)C1 (stereo unspecified)
(30) COc1ccc(CNc2ncnc3cc(Cl)ccc23)cc1OC
(31) COC(=O)COc1cc(OCC(=O)OC)c2c(C)c(Cl)c(=O)oc2c1
(32) Cc1ccccc1C(=O)NCCNc1ccc([N+](=O)[O-])cc1
screen / no.	25	26	27	28	29	30	31	32
KCNH2 3.1 block	-7	11	-6	5	1	-4	-9	-4
B2AR arrestin	0.3%	0.4%	0.3%	-0.4%	-0.2%	-0.8%	-0.3%	-0.3%
Giardia killer	-3	-2	13	-11	9	13	-15	11
GALK inhibitor	0%	.	6%	3%	-11%	1%	1%	3%
KCNH2 WT inh	16	0	0	0	-4	4	0	-6
BCR signal inh	?	?	-3%	?	-1%	4%	2%	-7%
uPA generation	3%	-1%	-12%	5%	-9%	.	-1%	10%
Eya2 phos inh	-3%	12%	9%	-8%	7%	-15%	10%	-3%
PKM2 activator	-2%	.	5%	-4%	.	4%	8%	-3%
USP2a inh	0%	-1%	0%	-1%	0%	-1%	1%	2%
FBPA coupling cs	-2	.	-4	3	1	4	2	1

Some of these compounds in order of SMILES length, falling.
(27) CC1=Nc2cc(C(=O)NCCCN3CCOCC3)ccc2Sc2c(C)ccc(C)c21
(30) COc1ccc(CNc2ncnc3cc(Cl)ccc23)cc1OC
(25) COc1c(Br)cc(C(N)=O)cc1OCc1ccccc1
screen / no.	27	30	25
KCNH2 3.1 block	-6	-4	-7
B2AR arrestin	0.3%	-0.8%	0.3%
Giardia killer	13	13	-3
GALK inhibitor	6%	1%	0%
KCNH2 WT inh	0	4	16
BCR signal inh	-3%	4%	?
uPA generation	-12%	.	3%
Eya2 phos inh	9%	-15%	-3%
PKM2 activator	5%	4%	-2%
USP2a inh	0%	-1%	0%
FBPA coupling cs	-4	4	-2

Remaining list, next part
(33) Cc1ccsc1C(=O)OCC(=O)NCCNC(=O)COC(=O)c1sccc1C
(34) Cc1ccccc1NC(=O)c1ccccn1
(35) Fc1ccc(-c2ncc3ccccn23)cc1
(36) Cc1onc(-c2c(F)cccc2Cl)c1C(=O)N(Cc1ccccc1)C(C)C
(37) CC(C)(C)NC(=O)NC(=O)CN1C(=O)NC(C)(c2ccccc2)C1=O (stereo unspecified)
(38) Cc1cnc(C(=O)Nc2ccc(S(=O)(=O)N(C(C)C)C(C)C)cc2)cn1
(39) O=C(c1ccco1)N1CCN(c2ncnc3sc4c(c23)CCC4)CC1
screen / no.	33	34	35	36	37	38	39
KCNH2 3.1 block	-2	-4	-11	-27	6	11	-11
B2AR arrestin	0.0%	-0.6%	0.2%	-0.4%	0.1%	-0.9%	0.5%
Giardia killer	-3	-22	-8	36[activator]	-6	3	13
GALK inhibitor	.	-2%	10%	-1%	0%	-9%	0%
KCNH2 WT inh	-2	1	28	1	8	-18	8
BCR signal inh	0%	?	-6%	1%	-1%	-35%	6%
uPA generation	-1%	3%	-5%	0%	-1%	7%	2%
Eya2 phos inh	-35%	21%	3%	8%	-4%	-7%	-2%
PKM2 activator	.	-4%	7%	.	-3%	3%	-1%
USP2a inh	0%	2%	3%	0%	6%	0%	2%
FBPA coupling cs	.	0	-2	-1	0	-5	4

Source: PubChem BioAssay (National Center for Advancing Translational Sciences (NCATS))

Hits appear at their usual frequency. About 2.4% of those tested had a hit in this group.
